Screening results (PubChem)
C-LANA FP: inhibitors of KSHV C-LANA binding to DNA, primary screen, biochemical, fluorescence polarization, FAM-LBS DNA, MBP-C-LANA, single point. Kaposi's sarcoma herpesvirus LANA C-terminal domain (residues 932-1162) DNA binding. inhibition, % at 9 µM. 340,000 tested, 0.078% active. AID 504423, 2011;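 active means highest replicate inhibition at or above 60% at 9 µM, even if other replicates fall short; inactive means all replicates below 60% inhibition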;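 further: 0% = neutral control wells and 100% = 4 µM acridine orange control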
OPRM1-OPRD1 ag: agonists of OPRM1-OPRD1 heterodimerization, primary screen, cell-based, luminescence. Mu-type opioid receptor (Homo sapiens) + Delta-type opioid receptor (Homo sapiens), …. cells. activation, % at 9.3 µM. 340,000 tested, 0.3% active; in the data active means activation above about 18%;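 further: 0% = vehicle-treated cells and 100% = reference agonist; values of inactives mirror those of a sister screen read the other way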
RTF Ca sens inh: cardiac RTF calcium sensitivity inhibitors, primary screen, biochemical, IANBD-TnC fluorescence, EC70 calcium | Troponin I, cardiac muscle (Homo sapiens) + Troponin T, cardiac muscle (Homo sapiens) + … | IANBD-labeled cardiac RTF, Ca2+ fluorescence | inhibition, % at 7.15 µM | 340,000 tested, 0.12% active;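 active means inhibition above the mean inhibition of all tested compounds plus 3 SD, cut at about 17% in these data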;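 further: assay run at fixed EC70 calcium of 1.6 mM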
HTR5A ag: HTR5A agonists in luminescence cell assay, primary screen, counter-screen for OPRM1-OPRD1 heterodimer agonist project, full-deck HTS. 5-hydroxytryptamine receptor 5A (Homo sapiens), P47898. cell-based. activation, % at 9.3 µM. 340,000 tested, 0.61% active. AID 504692, 2011; in the data active means activation mostly above about 9.5%, no sharp cut-off; inactive means mostly below about 7.6%;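 further: 0% = cells with vehicle only and 100% = reference agonist; strong numbers were not always called active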
Target sequence (P47898 whole entry, looked up): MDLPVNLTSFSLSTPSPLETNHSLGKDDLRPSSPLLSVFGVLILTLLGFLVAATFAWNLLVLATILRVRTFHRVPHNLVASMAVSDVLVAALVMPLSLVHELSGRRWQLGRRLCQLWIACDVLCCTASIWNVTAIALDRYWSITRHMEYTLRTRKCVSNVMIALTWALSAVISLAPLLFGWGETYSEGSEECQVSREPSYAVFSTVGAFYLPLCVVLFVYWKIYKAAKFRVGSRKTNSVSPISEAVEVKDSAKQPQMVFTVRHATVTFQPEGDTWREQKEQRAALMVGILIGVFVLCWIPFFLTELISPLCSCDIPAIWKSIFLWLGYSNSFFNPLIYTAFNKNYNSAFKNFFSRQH
Keap1-Nrf2 PPI: Keap1-Nrf2 protein-protein interaction inhibitors, primary screen, biochemical, fluorescence polarization, single point; Kelch-like ECH-associated protein 1 (Homo sapiens), Q14145; Keap1 Kelch-Nrf2 peptide fluorescence polarization, 1536-well; inhibition, % at 9.4 µM; 340,000 tested, 0.15% active; AID 504523, 2011; in the data active means inhibition above about 12%;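 further: human Keap1 Kelch domain with fluorescein labeled Nrf2 9mer peptide probe; 0% = neutral control wells and 100% = peptide positive control; higher means more block of Keap1 binding to Nrf2 peptide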
Target sequence (Q14145 whole entry, looked up, the tested form may be a part): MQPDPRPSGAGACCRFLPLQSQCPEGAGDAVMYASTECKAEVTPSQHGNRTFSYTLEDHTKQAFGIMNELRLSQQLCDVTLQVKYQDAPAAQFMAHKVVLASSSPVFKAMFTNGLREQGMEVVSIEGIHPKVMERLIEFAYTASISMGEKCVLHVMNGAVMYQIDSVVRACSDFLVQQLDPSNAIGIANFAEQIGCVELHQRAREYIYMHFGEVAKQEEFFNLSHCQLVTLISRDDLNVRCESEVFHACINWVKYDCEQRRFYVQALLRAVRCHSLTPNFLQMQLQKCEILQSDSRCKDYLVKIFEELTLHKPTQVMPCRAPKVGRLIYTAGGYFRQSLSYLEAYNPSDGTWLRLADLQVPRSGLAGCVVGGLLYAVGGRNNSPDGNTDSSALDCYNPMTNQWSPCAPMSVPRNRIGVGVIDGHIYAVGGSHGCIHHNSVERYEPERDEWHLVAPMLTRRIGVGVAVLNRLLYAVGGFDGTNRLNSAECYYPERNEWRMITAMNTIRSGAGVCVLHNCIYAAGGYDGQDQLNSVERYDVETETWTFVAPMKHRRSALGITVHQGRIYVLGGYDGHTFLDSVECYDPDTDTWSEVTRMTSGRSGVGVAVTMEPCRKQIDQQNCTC
HTR5A inv ag: HTR5A inverse agonists in luminescence cell assay, primary screen, counter-screen for OPRM1-OPRD1 heterodimer inverse agonist project, full-deck HTS | HTR5A cell line, inverse agonism | inhibition, % at 9.3 µM | 340,000 tested, 0.083% active | AID 504634, 2011 | 5-hydroxytryptamine receptor 5A (Homo sapiens), P47898; in the data active means inhibition mostly above about 23%, no sharp cut-off; inactive means mostly below about 18%;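 further: 0% = cells with DMSO and 100% = no-cell wells with DMSO; some compounds called inactive have numbers as strong as hits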
CAL-PDZ inh HTS: untagged CAL PDZ binding inhibitors, primary screen, biochemical, fluorescence polarization, HTS. Golgi-associated PDZ and coiled-coil motif-containing protein (Homo sapiens), Q9HD26. purified CAL PDZ, TMR-peptide fluorescence polarization, 1 h. inhibition, % at 24.9 µM. 300,000 tested, 0.92% active. AID 602252, 2012;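 active means mean inhibition of at least 30% with at least half of replicates also reaching 30%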;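 further: 0% = DMSO neutral control and 100% = excess unlabeled competitor peptide PRC23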
V-ATPase pHluor: regulators of yeast V-ATPase proton pumping, primary screen, pHLuorin cytosolic pH fluorescence. 350,000 tested, 0.37% active. AID 504577, 2011. response, % at 10 µM. S. cerevisiae; in the data active means response mostly above about 7.3%, no sharp cut-off; inactive means mostly below about 5.4%; further: actives read high; inactives centre near 0; some compounds called inactive have numbers as strong as hits; reference of the scale not given here
RTF Ca sens act: cardiac RTF calcium sensitivity activators, primary screen, biochemical, IANBD-TnC fluorescence, EC20 calcium. AID 493008, 2010. activation, % at 7.2 µM. IANBD-labeled TnC RTF fluorescence at EC20 calcium; 0% EC20 calcium, 100% full calcium. 340,000 tested, 0.24% active;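 active means activation above the mean over all tested compounds plus 3 SD, cut at about 30% in these data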;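 further: rise in fluorescence read as greater calcium sensitivity of cardiac thin filaments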
OPRM1-OPRD1 inv: inverse agonists of MOR-DOR heterodimerization, primary screen, cell-based, luminescence; inhibition, % at 9.3 µM; cell-based MOR-DOR heterodimer luminescence, inverse agonism; 340,000 tested, 0.21% active; AID 504357, 2011; in the data active means inhibition above about 22%, passing the limit was not always enough;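 further: 0% = cells with DMSO and 100% = wells without cells with DMSO; values of inactives mirror those of a sister screen read the other way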
An asterisk follows results filed as active; / = no result given.

Below each SMILES: C-LANA FP	OPRM1-OPRD1 ag	RTF Ca sens inh	HTR5A ag	Keap1-Nrf2 PPI	HTR5A inv ag	CAL-PDZ inh HTS	V-ATPase pHluor	RTF Ca sens act	OPRM1-OPRD1 inv
CCCOc1ccc(N2C(=O)CC(NCc3cccnc3)C2=O)cc1 (stereo unspecified)
 : 0.7	-2.6	-18.0	3.3	-0.7	-13.8	-5.3	1.2	1.8	13.3
Cc1nnc(NCc2ccco2)s1
 : -2.5	-1.4	-3.9	2.0	-2.7	3.8	-0.4	2.0	-3.0	8.9
CCN(CC)CCn1c2c(c(SCC(=O)NCc3ccccc3)nc1=O)CCC2
 : -2.3	-1.6	4.3	-1.7	-3.4	4.2	39.1*	-7.0	0.0	8.7
O=C(CNC(=O)C1CCCCC1)NCc1ccco1
 : 0.6	-1.2	-19.9	2.6	-5.9	-9.1	2.0	-4.2	-3.1	6.5
O=C(O)c1cccc(NC(=S)NC(=O)c2ccc(-c3ccccc3)cc2)c1
 : 1.0	0.3	-18.2	3.0	-0.5	-12.7	1.5	-17.8	-2.3	-1.6
Cc1ccc(NC(=O)CCC(=O)OCc2ccc(Br)cc2)cc1
 : 0.9	0.2	1.1	-0.7	-2.5	1.8	/	1.4	-0.4	-0.9
CCN1CCN(Cc2nnc(-c3ccc(C)cc3)o2)CC1
 : -0.9	-3.1	-0.3	2.5	-4.8	-9.8	-1.1	0.0	-1.0	17.7
CCOc1ccc(NC(=O)Cc2c(C(=O)O)n(C)c3ccccc23)cc1
 : -0.5	-0.9	-2.5	0.5	-4.0	-1.8	-1.4	-0.8	-2.6	4.0
Cc1ccccc1C(=O)NN1C(=O)CSC1=S
 : 0.9	-3.6	0.2	-1.2	0.1	14.5	-6.0	-0.2	-0.2	18.8
O=C(COc1coc(CN2CCN(c3ccccc3)CC2)cc1=O)Nc1cccc(F)c1
 : 0.4	-3.3	3.9	-0.3	-1.1	0.8	-1.5	0.0	3.6	18.3
O=C(O)c1cccc(N=NN2CCCCCC2)c1
 : 1.4	-2.4	-0.7	0.3	-1.6	2.1	-2.4	-4.1	-3.9	12.8
COc1ccccc1CNc1nc2nc(C)c(Cl)c(=O)n2[nH]1
 : 3.0	-2.8	1.4	-6.8	-1.5	16.3	-2.6	1.2	-1.1	13.5
O=c1[nH]cnc2scc(-c3ccc(Br)cc3)c12
 : 2.0	-1.3	-8.4	1.1	0.9	-7.2	0.4	0.3	2.2	6.5
O=C(/C(Cl)=C/Nc1ccc(Br)cn1)C(F)(F)F
 : -1.5	6.8	2.5	-0.7	-2.1	-8.9	-3.7	-2.4	-0.7	-35.6
Cc1ccccc1Nc1nnc(SCC(=O)NCC2CCCO2)s1 (stereo unspecified)
 : -3.2	-3.1	1.7	-1.4	-0.5	5.4	8.9	-4.3	2.6	15.2
Cc1cnc(C(=O)OCC(=O)N(Cc2ccccc2)C(C)C)cn1
 : 1.5	-1.3	-10.3	-2.7	0.5	7.3	-0.2	1.6	9.2	6.7
O=S(=O)(c1ccc(F)cc1)N1CCCN(Cc2c(F)cccc2F)CC1
 : -1.8	-2.1	-17.2	0.6	3.3	-2.1	-0.7	-1.4	-4.7	9.7
COc1ccc(OC)c(Cc2nnc(CCC(=O)NCc3ccc(C)s3)o2)c1
 : 0.3	-2.7	-4.9	-3.9	-4.8	-21.2	/	-1.1	2.9	14.6
Cc1ccc(Sc2oc(/C=N/n3cnnc3)cc2Br)cc1
 : 0.4	3.5	-4.2	0.9	4.7	0.9	0.6	-0.1	-0.9	-20.7
CCN1CCN(C(=O)/C(=C/c2ccco2)NC(=O)c2ccccc2)CC1
 : 0.6	-1.3	5.5	1.9	-5.7	-5.5	4.5	-1.4	-2.0	9.2
CCn1cc(Cl)c(C(=O)Nc2ccccc2C(N)=O)n1
 : 0.2	-0.1	0.3	-3.8	5.1	10.5	-2.0	-7.2	1.3	0.7
CC(=O)C1=C(C)NC(SCC(=O)c2ccc(Cl)cc2Cl)=C(C#N)C1c1ccco1 (stereo unspecified)
 : 0.6	3.6	-11.6	1.9	-4.6	-4.9	-1.9	-4.1	9.3	-20.3
COc1ccc(NC(=O)c2cccc(-n3cnnn3)c2)cc1
 : -0.8	-2.8	-3.3	-3.3	-1.3	9.1	1.2	-2.4	-3.2	12.0
CC(=O)Oc1ccc2c(=O)c(-c3ccccc3)c(C)oc2c1
 : -0.1	-1.9	-3.2	-1.4	-0.7	-32.8	0.8	4.0	8.4	10.8
O=C(CSc1nc2ccccc2o1)Nc1ccc(N2CCOCC2)cc1
 : -0.6	-1.9	4.8	3.3	0.2	3.1	-2.2	0.9	-2.6	10.5
COc1ccc(C)c2sc(=NC(=O)c3cccc(N4C(=O)CCC4=O)c3)n(C)c12
 : -0.9	-0.5	0.0	-1.7	1.6	-5.6	12.0	3.9	2.0	2.3
Cc1nn(-c2ccccc2)nc1CNC(=O)C1CC1
 : 0.4	-1.4	-9.0	-0.6	-2.8	1.6	-1.0	-0.3	9.9	6.8
COc1ccc(CN(C)C(C)C(=O)Nc2ccc(S(=O)(=O)N3CCCCC3)cc2)cc1F (stereo unspecified)
 : -1.4	-2.5	-2.4	4.8	0.8	-11.7	-2.5	-2.9	-3.7	10.2
Cc1ccsc1C(=O)C1CCCN(Cc2cc(F)ccc2-n2cccn2)C1 (stereo unspecified)
 : -0.1	0.6	-6.3	-3.6	-4.2	29.7	-3.6	2.7	-4.0	-3.2
O=C(/C=C/Nc1ccc(Oc2ccccc2Cl)cc1)c1ccco1
 : -0.4	-1.3	-5.9	-2.8	-2.8	7.5	-2.3	-1.6	4.8	6.7
CC(=O)NC(CCS(C)(=O)=O)C(=O)Nc1ccccc1 (stereo unspecified)
 : -1.0	-2.1	-5.3	-3.1	1.3	16.1	-3.6	-3.0	-0.7	12.5
CC(=O)N1CCN(c2ccccc2NC(=O)c2cc(Br)ccc2Cl)CC1
 : -0.2	0.4	-7.2	4.1	-2.5	11.3	-3.1	18.3*	-3.1	-1.9
COc1ccccc1-n1c(N)c(C(N)=O)sc1=S
 : -5.9	0.5	0.4	-0.4	0.3	-10.4	2.6	3.1	-3.6	-2.9
Cc1c(NC(=O)c2cnn3c2NC(c2ccco2)CC3C(F)(F)F)c(=O)n(-c2ccccc2)n1C (stereo unspecified)
 : -1.1	-2.8	-1.1	-3.3	1.2	7.8	-3.2	-4.1	-4.1	11.6
CC(=O)OC1C(N2CCCCC2)c2c(ccc(/C=C/C(=O)N3CCCCC3)c2O)OC1(C)C (stereo unspecified)
 : -0.1	-3.2	16.2	0.1	-1.4	-0.2	-2.3	-2.3	-1.0	15.1
Cc1c(C)c2ccc(OC(C)C(=O)N3C[C@H]4C[C@@H](C3)c3cccc(=O)n3C4)c(C)c2oc1=O (stereo partly specified)
 : 0.1	-2.6	-0.7	-7.8	-6.3	8.6	1.8	0.3	5.6	12.9
Cn1c(=O)[nH]c(=O)c2c1nc(N1CCCCC1)n2CCCSc1nnnn1-c1ccccc1
 : 1.2	-2.1	-12.3	1.5	-0.5	10.7	1.1	0.7	-1.9	11.4
N#CC(c1ccc(O)cc1)c1ncc(C(F)(F)F)cc1Cl (stereo unspecified)
 : 0.8	-0.5	-1.6	-1.0	-0.1	2.6	-3.4	-1.1	-6.3	2.6
CC(=O)c1cccc(OCC(=O)Nc2cc(Cl)ccc2-n2cncn2)c1
 : 1.7	-1.7	-12.6	10.1	4.1	7.6	-2.9	-1.3	-11.0	10.9
Cc1ccc(-c2nnc(N(C)C(=O)C3CCCO3)s2)cn1 (stereo unspecified)
 : 6.0	-1.7	-1.3	2.2	-5.3	-29.1	-2.4	10.0	-1.4	9.5
O=C(c1cn(Cc2ccccc2)nc1-c1ccccc1)N1CCN(c2ccccn2)CC1
 : 0.8	-2.4	3.1	0.6	3.7	-1.5	-2.9	-1.5	-5.1	9.7
COC(=O)[C@H](C)NC(=O)NC1CCCc2ccccc21 (stereo partly specified)
 : 1.6	-1.1	-9.7	-2.1	-1.0	5.8	/	3.1	0.1	5.6
CO/N=C/c1ccc(Oc2ccc(C)cc2)nc1
 : -0.5	0.1	2.9	1.0	0.6	-22.6	0.8	-5.2	-4.2	-0.3
CN(C(=O)c1cccc(NC(=O)Cc2ccc(NC(=O)C3CCCN(C(=O)CCc4ccccc4)C3)cc2)c1)C1CCCCC1 (stereo unspecified)
 : 2.6	0.3	-9.3	3.1	-4.7	-11.6	0.0	-3.2	5.5	-1.4
COc1cc(/C=N/N2C(C)CCCC2C)cc(OC)c1O (stereo unspecified)
 : -1.6	1.5	-9.2	1.3	-4.6	-5.0	2.0	3.5	-5.3	-7.2
O=C(Nc1ccccc1N1CCCC1)c1ccc2ccccc2c1
 : 0.5	1.2	1.9	-1.3	3.8	4.9	1.2	2.7	4.2	-6.0
COc1ccccc1S(=O)(=O)NCc1ccc(C(=O)NC(C)c2ccccn2)cc1 (stereo unspecified)
 : 1.1	0.6	-2.0	4.0	-0.4	-9.8	2.2	-1.1	-6.6	-2.7
Cc1ccccc1NS(=O)(=O)c1ccc(OCC(=O)NCc2ccco2)cc1
 : 0.8	-1.5	-6.3	-0.1	-2.4	-11.3	-0.8	2.9	-0.8	6.8
CCC(C)C(NC(N)=O)C(=O)Nc1ccc(C)c(Cl)c1 (stereo unspecified)
 : 1.4	-2.7	0.0	6.0	1.2	-8.6	-0.7	-2.0	-4.2	13.9
O=C(CNS(=O)(=O)c1cccs1)N1CCc2ccccc2C1
 : 0.4	0.1	-3.1	0.8	0.2	-9.4	4.5	-2.6	2.8	-0.3
CCCNC(=O)CCC(=O)Nc1ncc(-c2ccc(C)cc2)n1C
 : 2.4	-0.9	-6.9	-1.3	-2.7	3.5	-1.9	3.3	1.0	4.3
O=C(Cn1nc(-c2ccc(Cl)cc2)ccc1=O)NCc1ccc2c(c1)OCO2
 : -0.6	-2.6	1.4	6.5	-3.6	-18.2	/	4.0	-2.5	13.2
CCOc1ccc(NC(=O)Nc2nc3ccc(S(C)(=O)=O)cc3s2)cc1
 : 0.3	3.1	-2.5	6.8	-6.0	-25.6	0.7	2.1	2.7	-16.6
